p-CIP stab down: p/CIP-EGFP fusion destabilizers, primary screen, fluorescence, F442A cells; Q05BA5; 16 h; decrease of EGFP signal, % at 10 µM; actives 0.01% (n = 290,000);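 active = EGFP signal decrease of at least 30% at 10 µM or well 3 SD below plate mean, unless failing retest; inactive = the rest, including hits failing retest or dose response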; also: some compounds called inactive have numbers as strong as hits; many of its hits are not listed in these tables
IDE act: human IDE activators in live cells, primary screen, fluorescence polarization, HEK cells, FAbeta-B substrate. FAbeta-B cleavage; 0% vehicle, 100% cell-free pure enzyme wells. activation, % at 5.96 µM. actives 0.073% (n = 340,000);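 active = activation above the mean of all tested compounds plus 3 SD, set per screening campaign, cut at about 17% in these data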
Target sequence (P14735 whole entry, looked up): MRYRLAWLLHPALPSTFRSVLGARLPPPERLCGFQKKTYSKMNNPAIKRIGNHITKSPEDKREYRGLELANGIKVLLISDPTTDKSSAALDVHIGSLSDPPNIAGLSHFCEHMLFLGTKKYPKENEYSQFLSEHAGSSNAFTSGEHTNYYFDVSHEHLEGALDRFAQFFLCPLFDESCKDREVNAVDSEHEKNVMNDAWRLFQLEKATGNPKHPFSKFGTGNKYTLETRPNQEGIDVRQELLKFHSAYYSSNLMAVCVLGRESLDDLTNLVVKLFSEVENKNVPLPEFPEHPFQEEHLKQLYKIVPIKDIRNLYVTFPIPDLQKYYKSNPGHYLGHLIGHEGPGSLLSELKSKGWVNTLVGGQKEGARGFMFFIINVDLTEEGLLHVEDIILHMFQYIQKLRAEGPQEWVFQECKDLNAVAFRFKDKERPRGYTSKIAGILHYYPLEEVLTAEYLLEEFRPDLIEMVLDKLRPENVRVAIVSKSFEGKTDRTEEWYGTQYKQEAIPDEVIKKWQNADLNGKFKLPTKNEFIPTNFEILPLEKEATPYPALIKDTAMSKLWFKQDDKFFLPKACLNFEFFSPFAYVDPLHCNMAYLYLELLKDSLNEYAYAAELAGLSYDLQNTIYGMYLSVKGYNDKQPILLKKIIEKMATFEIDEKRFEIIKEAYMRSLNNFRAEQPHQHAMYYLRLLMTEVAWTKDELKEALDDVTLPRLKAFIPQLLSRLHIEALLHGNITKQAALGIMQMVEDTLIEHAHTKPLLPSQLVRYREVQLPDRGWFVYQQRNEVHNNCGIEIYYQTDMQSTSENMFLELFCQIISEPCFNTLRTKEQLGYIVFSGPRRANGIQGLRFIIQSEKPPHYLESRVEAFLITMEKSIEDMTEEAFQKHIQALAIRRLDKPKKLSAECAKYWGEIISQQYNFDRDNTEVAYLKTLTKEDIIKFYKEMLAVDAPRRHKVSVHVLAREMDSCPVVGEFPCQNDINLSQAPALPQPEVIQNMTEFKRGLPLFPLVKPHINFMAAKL
IMP-1 inh: IMP-1 metallo-beta-lactamase inhibitors, primary screen, biochemical, epi-absorbance readout, Pseudomonas aeruginosa enzyme; metallo-beta-lactamase IMP-1 (Pseudomonas aeruginosa); purified IMP-1, nitrocefin hydrolysis, epi-absorbance fluorescence; inhibition, % at 5.6 µM; actives 0.45% (n = 290,000);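 active = inhibition above the mean plus 3 SD of all compounds in the same screening run, cut at about 4.5% in these data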;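 also: 0% = IMP-1 with DMSO and 100% = DMSO wells lacking enzyme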
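Assay system: purified recombinant IMP-1 beta-lactamase. Input: IMP-1 0.2 nM before substrate addition. Buffer or medium: Zinc- and detergent-supplemented HEPES buffer, pH 7.1. Schedule: 25 °C, 15 min preincubation, 25 min reaction. Signal: Epi-absorbance fluorescence, 480 nm excitation, 530 nm emission. Evaluation: percent inhibition from optical density relative to buffer-blank wells.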
UBC9 SUMO inh: inhibitors of in vitro SUMOylation cascade, primary screen, biochemical, HTRF, uHTS; HTRF SUMOylation assay, SAE1/SAE2 + UBC9; actives 0.36% (n = 290,000); inhibition, % at 35 µM; in the data active = inhibition above about 50%, passing the limit was not always enough; inconclusive = no clear call, values can overlap the other calls; also: strong numbers were not always called active
GalR3 antagonist: GalR3 antagonists in HEK293 cells, primary screen, cell-based, fluorescence readout; Galanin receptor type 3 (Homo sapiens), O60755; HEK293 GalR3-CNG cAMP membrane potential fluorescence; galR3 body fused to GalR1 C-terminus; inhibition, % at 3 µM; actives 0.44% (n = 360,000);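 active = inhibition above the screen-wide average plus 3 SD, cut at about 13% in these data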;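 also: forskolin and galanin both at EC90 stimulate the cells; cAMP rise reported by CNG channel membrane potential dye signal; 0% = forskolin plus galanin with DMSO and 100% = forskolin alone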
VIM-2 inh: VIM-2 metallo-beta-lactamase inhibitors, primary screen, biochemical, epi-absorbance readout, Pseudomonas aeruginosa enzyme; actives 0.89% (n = 290,000); purified VIM-2, nitrocefin hydrolysis, epi-absorbance fluorescence; inhibition, % at 5.6 µM;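 active = inhibition above the mean of all tested compounds plus 3 SD, cutoff set per screening run, cut at about 7.5% in these data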;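 also: red hydrolysis product quenches plate fluorescence so inhibitors raise well fluorescence; 0% = enzyme with DMSO and 100% = DMSO without enzyme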
HCV NS3 hel inh: inhibitors of HCV NS3 helicase, primary screen, biochemical, Cy5 molecular beacon fluorescence; Hepatitis C virus NS3 helicase; NS3 helicase DNA unwinding; actives 0.56% (n = 290,000); inhibition, % at 10.9 µM;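 active = inhibition above the mean of all tested compounds plus 3 SD, set per campaign, cut at about 35% in these data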;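 also: 0% = DMSO wells and 100% = thioflavine S control wells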
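Test system: hepatitis C virus NS3 helicase domain fragment enzyme. Also added: annealed dual-labelled DNA beacon duplex, ATP-started. Timing: 60 min unwinding reaction at 25 °C after ATP addition. Technique: Cy5 fluorescence. Measure: % inhibition of unwinding.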
IDE cell inh: human IDE inhibitors in live cells, primary screen, fluorescence polarization, HEK cells, FAbetaB substrate. FAbetaB cleavage. Insulin-degrading enzyme (Homo sapiens), P14735. actives 0.41% (n = 320,000). inhibition, % at 5.59 µM;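 active = percent inhibition above the average of all tested compounds plus 3 SD, set per screening campaign, cut at about 16% in these data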;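 also: IDE supplied by intact live HEK cells; FP after avidin binding of uncleaved biotin substrate so inhibition keeps polarization high; 0% = DMSO wells and 100% = 60 µM reference IDE inhibitor Ii1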
CRFBP-R2 block: antagonists of CRF-BP/CRF-R2 complex, primary screen, cell-based, HEK293, calcium dye fluorescence, uHTS. inhibition, % at 11.8 µM. CRF-induced calcium fluorescence. actives 0.59% (n = 350,000);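 active = inhibition of the ligand-induced calcium signal above about 50% at the single tested concentration, limit read from the data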
The depositor's hits bear a star; u = inconclusive; x = not tested or not shown. This is a random part of the collection; about 3.2% have a hit in one of these screens.

smiles | CRFBP-R2 block | VIM-2 inh | HCV NS3 hel inh | p-CIP stab down | IDE cell inh | IMP-1 inh | UBC9 SUMO inh | GalR3 antagonist | IDE act
CC(=O)NC1(C2CCCCC2=O)CCCCC1 (stereo not given) | 33 | -1.1 | -7 | -29 | -3 | -2.1 | 4 | -1 | 5
O=C(CCNS(=O)(=O)c1ccccc1)OCC(=O)c1ccc(F)cc1 | -4 | x | x | x | 1 | x | x | -3 | 5
COc1cc(C2/C(=C(\O)c3ccc4c(c3)OCCO4)C(=O)C(=O)N2Cc2ccco2)ccc1O (stereo not given) | -7 | 1.3 | 14 | -11 | -5 | -2.2 | 4 | -1 | 6
CSCCC(NS(=O)(=O)c1ccc(C)cc1)C(=O)N1CCCC1 (stereo not given) | -21 | -0.7 | 6 | -1 | 0 | -1.0 | -6 | -7 | 2
COC(=O)c1cc(S(=O)(=O)N2CCN(Cc3ccccc3)CC2)cn1C | -4 | -2.7 | 20 | 4 | 4 | -2.2 | 11 | x | -1
O=S(=O)(NCc1cc(-c2ccccc2Cl)no1)c1ccccc1 | -10 | -2.6 | -3 | -18 | 5 | -1.8 | -1 | -4 | 0
C=CC[C@H]1CC(C)=C[C@H](CC=C)N1C(=O)c1cc(COc2ccccc2SC)on1 | 1 | -1.1 | 6 | -1 | -4 | 0.6 | -4 | -2 | 4
COc1cccc(/C=N/Nc2nnc(C)n2N)c1O | 3 | -1.9 | -15 | -2 | -2 | -3.0 | 4 | -8 | 5
Cc1ccccc1OCC(=O)NCC(=O)OCC(=O)c1ccc([N+](=O)[O-])cc1 | 1 | -3.5 | 3 | -3 | 4 | -3.1 | 4 | -2 | -6
COc1cc(C2C(C(=O)c3ccco3)=C(O)C(=O)N2Cc2cccnc2)cc(OC)c1OC (stereo not given) | 7 | -3.7 | 9 | 0 | 0 | -4.0 | -1 | x | 4
CC(CC(=O)N1CCN(S(=O)(=O)c2ccc([N+](=O)[O-])cc2)CC1)c1ccccc1 (stereo not given) | -2 | x | x | x | -1 | x | x | -1 | 4
Cc1cc(C)cc(CN2C(=O)NC3(CCCCCC3)C2=O)c1 | -2 | -1.0 | 0 | 12 | 3 | -0.6 | -15 | -11 | 4
Cc1ccc2c(c1)C(c1ccc(F)cc1)N(C(=O)C1CC1)CC(=O)N2 (stereo not given) | 3 | -0.3 | 9 | -14 | 1 | -4.5 | 6 | 4 | 5
CCN(CC(=O)Nc1c(F)cccc1F)C(=O)c1ccc(C#N)cc1 | 10 | -1.5 | 6 | -1 | 10 | -2.6 | 18 | -7 | -3
O=[N+]([O-])c1cc(-c2csc(NCCc3nc4cc(Cl)c(N5CCCCC5)cc4n3CCCO)n2)ccc1Cl | 2 | x | x | x | 1 | x | x | -3 | 1
CC[C@H](C)[C@H](NC(N)=O)C(=O)OCC(=O)NCc1ccc(Cl)cc1 | 29 | -1.5 | -2 | -8 | 1 | -3.5 | -6 | -4 | 4
CCOc1ccccc1NCc1cc(=O)oc2cc(C)c(O)cc12 | -3 | -0.4 | 9 | -10 | x | -0.7 | 1 | -2 | -7
O=C(Nc1ccc(Cl)cc1)Nc1cc(S(=O)(=O)N2CCOCC2)ccc1N1CCCC1 | -25 | -3.1 | 5 | -12 | 3 | -1.7 | -9 | -4 | 2
Cc1cc2cc(CN(Cc3cccs3)C(c3nnnn3C(C)(C)C)C(C)C)c3nnnn3c2cc1C (stereo not given) | -34 | -0.4 | 15 | 18 | x | -1.0 | 0 | -4 | 4
O=S(=O)(Nc1ccc2c(c1)OCCO2)c1cccc2nsnc12 | -18 | 0.7 | -4 | -14 | 0 | 0.5 | 14 | -7 | 5
COc1ccc([C@H]2CC(=O)C=C(/C=C/Cc3ccccc3)C2)cc1 | 1 | x | x | x | 4 | x | x | 0 | 3
Cc1nc(CNC(=O)C2CCC(=O)N(Cc3cccc(F)c3)C2)sc1C (stereo not given) | 2 | 1.2 | 11 | -2 | -3 | 1.6 | 8 | 1 | 4
NC(=O)C1CCCN(C(=O)NC2CCCCC2)C1 (stereo not given) | -13 | -0.5 | 4 | -2 | 9 | -3.5 | 3 | 1 | 1
O=C(O)C1Cc2ccccc2CN1C(=O)CCl (stereo not given) | 15 | -6.3 | 2 | -25 | 9 | -5.6 | 4 | 0 | 7
C=CCn1c(P(=O)(O)c2ccccc2)nc2ccccc21 | 8 | -5.8 | -4 | -33 | 8 | -1.3 | 25 | -3 | 1
CCCn1c(=N)n(CC(=O)C(C)(C)C)c2ccccc21 | -9 | -2.6 | 16 | 13 | -2 | -2.6 | -11 | 1 | 1
CCC(=O)NC(NC(=S)Nc1ccc(S(N)(=O)=O)cc1)C(Cl)(Cl)Cl (stereo not given) | 0 | -2.1 | 0 | -2 | 6 | -2.1 | 15 | 5 | 2
O=C1CCCC2=C1C(c1ccc(Cl)cc1)n1c(s/c(=C\c3ccc4ccncc4c3)c1=O)=N2 (stereo not given) | -58 | -0.8 | 10 | -11 | 2 | -2.8 | 22 | -2 | 0
FC(F)(F)c1ccc(Cl)c(NC(=S)N/N=C/c2ccccc2C(F)(F)F)c1 | -39 | -2.7 | -2 | -32 | -1 | -1.1 | 10 | -4 | 8
Cc1noc(C)c1COc1ccc(C(=O)NCCc2ccc(F)cc2)cc1 | -2 | x | x | x | -2 | x | x | -9 | 5
CC1=C(C(=O)OC(C)C)C(c2ccccc2)NC(=S)N1C (stereo not given) | 20 | -0.8 | -6 | -17 | 1 | -1.7 | 7 | -7 | 3
Cc1cc(S(=O)(=O)Nc2ccc(C(=O)N3CCN(C(=O)c4ccco4)CC3)cc2)ccc1F | 18 | -1.2 | -1 | -14 | 5 | -2.3 | 10 | 2 | 2
CC(/C=C/c1ccco1)=N\NC(=O)COc1ccc(C)c(C)c1 | -5 | 0.3 | 16 | -18 | 4 | -2.9 | -3 | -3 | 2
COc1cc(-c2ccc(NC(=O)NC3CC3)c(OC)c2)ccc1NC(=O)NC1CC1 | x | 0.1 | -15 | -3 | 0 | -0.8 | 23 | -8 | x
COc1ccccc1Oc1nc(-c2ccccc2)cc(C)c1S(C)(=O)=O | -4 | -2.6 | -8 | 14 | 5 | -1.0 | 8 | 1 | -4
O=C(NN1CCCCC1)c1cccc2ccccc12 | 1 | -2.6 | 6 | -11 | -2 | -2.2 | 4 | 1 | 1
Cc1ccc(C(=O)N/C(=C\c2ccc(-c3ccc(Cl)cc3)o2)C(=O)NCCCN(C)C)cc1 | 12 | 5.2 | -16 | -4 | 3 | 0.5 | 6 | -2 | x
Cc1ccc(S(=O)(=O)NCCC(=O)N2CC(C)OC(C)C2)cc1C (stereo not given) | 8 | x | x | x | -8 | x | x | -2 | 1
CCc1cccc(NC(=O)CCS(=O)(=O)c2ccc(Br)cc2)c1 | -17 | -0.8 | -10 | 9 | 2 | 9.8* | 13 | -7 | 1
COc1ccc(NC(=O)Cc2cccs2)cc1S(=O)(=O)N1CCCCC1 | -2 | x | x | x | -3 | x | x | 7 | -5
Cc1cccc(S(=O)(=O)N2CCCc3ccccc32)c1 | -9 | -4.5 | -1 | -10 | 10 | -5.1 | -16 | -7 | 4
Clc1ccc(-c2nnc(SCc3cn4ccsc4n3)n2CC2CCCO2)cc1 (stereo not given) | -15 | -3.0 | -2 | -8 | -1 | -5.0 | 0 | -3 | 6
CCn1ccnc1CN(C)Cc1nc(-c2ccc(C(=O)OC)cc2)no1 | 9 | -1.6 | 3 | -8 | 7 | -5.2 | 12 | -5 | 9
O=C1C2N=NN(CC(=O)N3N=C(c4ccccc4)CC3c3ccc([N+](=O)[O-])cc3)C2C(=O)N1c1ccccc1 (stereo not given) | x | -2.9 | -4 | -11 | -4 | -1.6 | 15 | -5 | x
C/C(Cl)=C/Cn1c(NCCN(C)C)nc2c1c(=O)n(C)c(=O)n2C | 4 | 1.1 | 3 | -7 | 2 | -1.8 | 3 | -2 | -3
COc1ccccc1N1CCN(CC(=O)Nc2c(C)n(C)n(-c3ccccc3)c2=O)CC1 | 18 | 0.0 | -20 | -1 | 0 | -0.3 | 5 | 5 | 4
COCCNCCCCOc1c(Cl)cc(C)cc1Br | -23 | -0.5 | 4 | 6 | 4 | -1.7 | 19 | -3 | 1
Cc1c(CCC(=O)NCCCN2CCCC2=O)c(=O)oc2c(C)c(O)ccc12 | 0 | -0.1 | -13 | -2 | 3 | -4.1 | u | -6 | 4
Brc1ccc(-c2nnc(-c3cccnc3)o2)cc1 | -9 | x | x | x | 5 | x | x | -1 | 10
Cc1onc(-c2c(F)cccc2Cl)c1C(=O)NNC(=O)C1CCN(Cc2ccccc2)CC1 | -3 | -5.4 | -1 | 9 | 0 | -3.4 | -7 | -8 | 5

Reformatted with two lines to a compound: part of the list above
Results follow in this order: CRFBP-R2 block, VIM-2 inh, HCV NS3 hel inh, p-CIP stab down, IDE cell inh, IMP-1 inh, UBC9 SUMO inh, GalR3 antagonist, IDE act
O=S(=O)(Nc1ccc2c(c1)OCCO2)c1cccc2nsnc12
 : -18, 0.7, -4, -14, 0, 0.5, 14, -7, 5
COc1ccc([C@H]2CC(=O)C=C(/C=C/Cc3ccccc3)C2)cc1
 : 1, x, x, x, 4, x, x, 0, 3

Remaining list, next part.
smiles | CRFBP-R2 block | VIM-2 inh | HCV NS3 hel inh | p-CIP stab down | IDE cell inh | IMP-1 inh | UBC9 SUMO inh | GalR3 antagonist | IDE act
CCC(=O)Nc1ccc2nc(C3CC3)n(Cc3ccc(C(C)(C)C)cc3)c(=O)c2c1 | 15 | -0.9 | -11 | -10 | -1 | -0.7 | 14 | -11 | 1
CC(=O)NC(CC(=O)Nc1ccc(S(=O)(=O)N2CCCC2)cc1)c1ccccc1 (stereo not given) | -17 | -0.5 | 3 | -16 | 8 | 0.0 | 26 | -5 | -1
Cc1ccc(OCC(=O)N/N=C\c2cccs2)c([N+](=O)[O-])c1 | 5 | -2.0 | 7 | -4 | -8 | -1.7 | 14 | -3 | -4
C[C@H](NC(=O)c1ccco1)C(=O)N1CCCC1 | 1 | -0.9 | -8 | -2 | -1 | -3.3 | 10 | -8 | 7
CC(C)(C)NC(=O)C(c1ccncc1)N(Cc1cccs1)C(=O)c1csnn1 (stereo not given) | 6 | -2.2 | 3 | 0 | 0 | -0.4 | 4 | 3 | -4
CCCC[n+]1ccn(C2=C([O-])c3ccccc3C(=O)/C2=N\S(=O)(=O)c2ccccc2)c1 | 8 | -1.4 | 6 | -3 | 1 | -1.5 | -3 | -4 | 5

Screening data from PubChem BioAssay.
